Bioassay records: PubChem BioAssay, National Center for Advancing Translational Sciences (NCATS)
TCR activator = activators of T cell receptors; primary human leukocytes, anti-CD3, IL-2 HTRF, 48 h; Potency, µM (series often up to 9.22 µM), for inactives: at the top dose activation of IL-2 secretion, most hits filed as activators; 330,000 tested, under 10 active; AID 504894; note: % of control where 0% means no effect
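Readout: HTRF IL-2, Eu-cryptate/d2 antibody pair, 320nm excitation, 665nm emission. Stimulus: a-CD3 beads, no co-stimulation. Cells: primary human leukocytes. Exposure: 48 hr with compound.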
Mito fusion yeast = inhibitors of mitochondrial division or activators of mitochondrial fusion; S. cerevisiae fusion-defective mutant growth rescue, CellTiterGlo 48 h; Potency, µM (series often up to 46.1 µM), without a hit: top-dose growth rescue (activation), most hits filed as activators; 320,000 compounds, 0.23% hits; AID 485298;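 note: potency is the fitted concentration of half-maximal effect; % of control where 0% means no effect; nearly all actives have a fitted effect of over 45% in size; temperature-sensitive fusion mutants such as fzo1-1 at 37 °C on non-fermentable ethanol glycerol medium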
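Compounds are tested for their ability to restore growth of mitochondrial fusion-defective yeast strains at non-permissive 37C in YPEG medium over 48 hours. Viability is quantified by luciferase luminescence.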
ELG1 repair inh = ELG1-dependent DNA repair inhibition. HEK293T ELG1-luciferase reporter, luminescence, 16 h; DNA damage induced by 5-fluorouridine. AID 504467. Potency, µM (series often up to 46.1 µM), for inactives: top-dose activity change, negative = inhibition, most hits filed as inhibitors. 330,000 compounds, 2.3% hits; note: potency is the fitted concentration of half-maximal effect; % is set by controls: 0 for no effect and ±100 for the full control effect; nearly all actives have a fitted effect of over 55% in size
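Overnight (16 hr) co-exposure of 2,000 cells/well to 5-fluorouridine and compound at 37 °C preceded detection. Luciferase was quantified via ONE-Glo luminescence; loss of signal denotes inhibition.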
KCNH2 3.1 block = blocks the human KCNH2 3.1 channel isoform; U2OS KCNH2 3.1, thallium flux FluxOr; active compounds read low; activity change, % (tested at about 1.8 µM); 340,000 compounds, 0.95% hits; AID 720553;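 active = maximum activity change below -70%; inconclusive = maximum activity change from -70% to -50%; inactive = maximum activity change above -50%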;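 note: thallium influx rate constant from kinetic fluorescence after stimulation buffer; % is set by controls: 0 for no effect and ±100 for the full control effect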
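FluxOr-based Tl+ influx in U2OS cells transduced with KCNH2 3.1 virus; rate constants normalized to DMSO controls.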
TSHR antag = human thyrotropin receptor antagonism | P16473 | TSHR-expressing cells, TSH-stimulated cAMP HTRF, 2 h; active compounds read low | activity change, negative = inhibition, % at 11.5 µM | 330,000 compounds, 0.2% hits;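 active = activity change below a set negative limit, meaning inhibition stronger than a set level, cut at about -70% in these data; inconclusive = activity change between two set negative limits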; note: % is set by controls: 0 for no effect and ±100 for the full control effect
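TSHR-expressing cells, 200/well, pre-treated with compound, then stimulated with EC80 TSH (4nM final) for 2 hours at 37 deg C. cAMP measured by competitive HTRF: anti-cAMP cryptate antibody in lysis buffer plus cAMP-d2, read after 30 minutes at room temperature.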
TRPV1 agonist = activates the human vanilloid receptor TRPV1; Q8NER1; TRPV1-expressing cells, Fluo-8 calcium influx, agonist mode; activation, % at 8.33 µM; 320,000 compounds, 0.19% hits; AID 540275; in the data active = activation above about 80%; inconclusive = between about 30% and that limit; note: 0% is about no effect
Target sequence (Q8NER1 whole entry, looked up): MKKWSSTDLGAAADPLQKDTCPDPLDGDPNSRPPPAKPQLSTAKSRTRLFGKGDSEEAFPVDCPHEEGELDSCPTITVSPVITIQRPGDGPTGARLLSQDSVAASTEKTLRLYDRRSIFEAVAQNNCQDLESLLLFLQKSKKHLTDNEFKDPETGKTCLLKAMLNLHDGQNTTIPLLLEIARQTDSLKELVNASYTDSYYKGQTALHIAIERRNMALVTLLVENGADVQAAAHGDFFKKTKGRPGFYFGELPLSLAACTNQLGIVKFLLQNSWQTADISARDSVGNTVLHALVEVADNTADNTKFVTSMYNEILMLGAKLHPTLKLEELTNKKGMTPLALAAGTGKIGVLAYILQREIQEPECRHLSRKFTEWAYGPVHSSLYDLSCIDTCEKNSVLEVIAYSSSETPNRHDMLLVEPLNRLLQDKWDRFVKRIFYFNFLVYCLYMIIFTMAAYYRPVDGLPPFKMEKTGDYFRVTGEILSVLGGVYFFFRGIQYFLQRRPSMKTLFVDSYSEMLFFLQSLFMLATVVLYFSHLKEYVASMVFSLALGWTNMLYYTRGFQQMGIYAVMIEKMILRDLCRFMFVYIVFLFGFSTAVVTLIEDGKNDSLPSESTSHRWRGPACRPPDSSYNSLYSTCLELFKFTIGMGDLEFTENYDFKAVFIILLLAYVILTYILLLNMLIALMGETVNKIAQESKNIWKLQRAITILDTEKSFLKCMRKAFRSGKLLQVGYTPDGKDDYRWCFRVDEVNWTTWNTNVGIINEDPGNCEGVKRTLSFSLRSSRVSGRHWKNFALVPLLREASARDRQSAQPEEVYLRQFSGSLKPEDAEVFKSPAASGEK
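Cells expressing TRPV1 were dye-loaded with Fluo-8 and read kinetically: 10 s baseline, 3 min after compound (agonist portion), then 2 min after EC20 capsaicin (allosteric enhancer portion). Calcium-bound dye fluorescence at 480/520 nm.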
USP2a inh = inhibitors of human ubiquitin-specific protease USP2a; O75604; USP2 core, Ub-CHOP2 coupled fluorogenic reporter, 485/531; Potency, µM (highest dose often 38.3 µM), for inactives: at the top dose activity change, negative = inhibition, actives largely listed as inhibitors; 330,000 compounds, 0.01% hits; AID 463254;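 note: potency is the fitted concentration of half-maximal effect; plate controls were DMSO wells for no effect and full inhibition by NEM control for full effect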
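USP2 core (10nM final) preincubated 30min RT with compound in 20mM Tris-HCl pH 8.0, 2mM CaCl2, 2mM beta-mercaptoethanol, 0.05% CHAPS; 25nM Ub-CHOP2 plus 25nM reporter substrate added, fluorescence (Ex485/Em531) read after 60min.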
AT treatment = candidate therapy for ataxia-telangiectasia | […] A-T fibroblasts, KAP-1 phosphorylation AlphaLISA; neocarzinostatin DNA damage 30 min before lysis | Potency, µM (highest dose often 57.5 µM), without a hit: top-dose activation, actives largely listed as activators | 320,000 compounds, 0.19% hits | AID 485349; note: potency is the fitted concentration of half-maximal effect; % of control where 0% means no effect; nearly all actives have a fitted effect of over 45% in size
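ATM-like activity read as KAP-1 phosphorylation via AlphaLISA donor/acceptor antibody pairs after lysis and 6 hr at 25C. Cells were ATM-null patient fibroblasts ([…], hTERT), dosed 60 min, then exposed to the DSB inducer NCS for 30 min.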
Eya2 phos inh = inhibitors of human Eya2 phosphatase activity. 330,000 compounds, 0.006% hits. Potency, µM (series often up to 76.9 µM), without a hit: top-dose activity, negative = inhibition, usual class: inhibitors. AID 488837. O00167. recombinant Eya2, OMFP fluorescence dephosphorylation (OMFP is methylfluorescein phosphate); note: potency is the fitted concentration of half-maximal effect; % is set by controls: 0 for no effect and ±100 for the full control effect
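Eya2 protein (added as 0.2 uM solution) was preincubated with compound for 10 min at ambient temperature in 50 mM HEPES pH 7.5, 50 mM NaCl, 5 uM MgCl2, 0.05% BSA, 1 mM DTT. OMFP (added at 50 uM) then reacted 10 min; fluorescence read at 485/525 nm.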
KCNH2 WT inh = blocks the wildtype human KCNH2 potassium channel; activity change, % at 1.84 µM; AID 720551; U2OS, BacMam KCNH2, thallium flux FluxOr; active compounds read low; Q12809; 340,000 compounds, 0.37% hits;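 active = maximum activity change below -70%; inconclusive = maximum activity change between -70% and -50%; inactive = maximum activity change above -50%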; note: % is set by controls: 0 for no effect and ±100 for the full control effect
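U2OS cells were transduced with wild-type KCNH2 virus (2.03 x 10^8 / mL) for 4 h at room temperature, then cultured overnight at 37 C. Thallium flux was read with FluxOr dye. Rate constants were normalized to DMSO controls.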
Active calls of the source: *; u = inconclusive; x = no result given; [ ] = dose if it differs, or a comment. Unless noted, calls come from the whole dose curve; as a rule, active = well fitted curve in the direction sought with a large enough effect; inconclusive = small, poorly fitted or top-dose-only effect, or another doubt; inactive = no such curve, though single readings can be large; an effect the other way counts as inactive or inconclusive.

#	mol	AT treatment	TSHR antag	Eya2 phos inh	TRPV1 agonist	TCR activator
1	COc1cc2cc(CN(C(=O)NC3CCCCC3)C3CCCC3)c(=O)[nH]c2cc1OC	12%	-4	-19%	-2	-10%
2	O=C(NC1CCNCC1)C1CC1	1%	-8	4%	-2	-1%
3	Cc1[nH]n(-c2cccc(Cl)c2)c(=O)c1-c1ccc(Cl)cc1	0%	-34	-13%	2	-5%
4	COc1ccc(C(=O)COc2ccccc2C#N)cc1	-5%	5	8%	2	1%
5	COCCCn1cnc2c(c1=O)c1nc3ccccc3nc1n2-c1ccccc1	21%	49	6%	-1	-1%
6	COc1ccc(C2/C=C\CN(CC(C)C)CC(=O)N2Cc2cccc(F)c2)cc1 (stereo not drawn)	20%	-6	-5%	x	1%[46.1 µM]
7	COc1cc(OC)cc(C(=O)Nc2ccc(N3CCN(C(=O)c4cccs4)CC3)cc2)c1	-27%	13	3%	0	-7%
8	CN1C(=O)C(/C(N)=N/NC(=O)c2ccccc2)C2CC1(C)Oc1ccccc12 (stereo not drawn)	0%	6	1%	0	1%[46.1 µM]
9	COc1ccc(OCCCCN(C)Cc2ccccc2)cc1	-6%	16	5%	2	-1%
10	CC(C)(C)NC(=O)c1ccc(NC(=O)c2ccccc2-c2ccccc2C(=O)O)cc1	-12%	6	-15%	-4	x
11	O=C(O)CC(NC(=O)OCc1ccccc1)c1ccccc1 (stereo not drawn)	-1%	2	-2%	-1	0%
12	NC(=S)COc1ccccc1	3%	-5	5%	1	-1%

#	KCNH2 3.1 block	ELG1 repair inh	Mito fusion yeast	USP2a inh	KCNH2 WT inh
1	6	-10%	8%	0%	7
2	-7	5%	3%	2%	1
3	-2	u	20%	3%	0
4	-5	u	4%	2%	1
5	-16	0%	16%	-2%	-6
6	-18	u	x	3%	-9
7	-4	15µM*	-2%	-6%	5
8	-11	10%	-1%	-5%	-23
9	-10	0%	-11%	-2%	3
10	8	-5%	1%	2%	1
11	-3	-4%	-1%	-2%	9
12	9	5%	-1%	3%	10

3 entries from above, ordered by SMILES length, falling.
#	mol	AT treatment	TSHR antag	Eya2 phos inh	TRPV1 agonist	TCR activator
8	CN1C(=O)C(/C(N)=N/NC(=O)c2ccccc2)C2CC1(C)Oc1ccccc12 (stereo not drawn)	0%	6	1%	0	1%[46.1 µM]
5	COCCCn1cnc2c(c1=O)c1nc3ccccc3nc1n2-c1ccccc1	21%	49	6%	-1	-1%
2	O=C(NC1CCNCC1)C1CC1	1%	-8	4%	-2	-1%

#	KCNH2 3.1 block	ELG1 repair inh	Mito fusion yeast	USP2a inh	KCNH2 WT inh
8	-11	10%	-1%	-5%	-23
5	-16	0%	16%	-2%	-6
2	-7	5%	3%	2%	1

Later entries.
#	mol	AT treatment	TSHR antag	Eya2 phos inh	TRPV1 agonist	TCR activator
13	O=C(c1ccc2ccccc2c1)N1CCN(c2ccc(C(F)(F)F)cn2)CC1	x	-2	3%	3	-6%
14	O=C(Nc1ccc2[nH]c(=O)[nH]c2c1)c1cccc([N+](=O)[O-])c1	-4%	-1	-9%	3	12%
15	Cc1ccc(CNC(=O)C2CCN(S(=O)(=O)c3ccc4nc5c(c(C(=O)O)c4c3)CC(C)CC5)CC2)cc1 (stereo not drawn)	-5%	1	2%	-3	3%
16	CN1CCN(c2nc3c(c(=O)n(C)c(=O)n3C)n2Cc2cccc3ccccc23)CC1	6%	13	-24%	-1	0%
17	COc1ccccc1NNC(=O)C(O)(c1ccccc1OC)c1ccccc1OC	0%	13	0%	-4	0%
18	CCN1CCN(c2cc(C)c3cc(NC(=S)N(C)Cc4ccccc4)ccc3n2)CC1	-11%	0	3%	4	11%
19	O=C(N/N=C/c1ccc2c(c1)OCO2)c1ccn(Cc2ccc(Cl)cc2)n1	4%	8	2%	16	-1%
20	COc1ccccc1NC(=O)Nc1ccc2[nH]c(=O)[nH]c2c1	1%	-9	2%	-1	12%
21	CC(C)CCN1CCNC(=O)C1CC(=O)NCCCN1CCOCC1 (stereo not drawn)	3%	5	-2%	-1	-5%
22	CCCCCN(C(=O)CCC(=O)OCc1cccc(F)c1)c1c(N)n(CCCC)c(=O)[nH]c1=O	6%	-9	9%	5	4%
23	CCCC[C@@H]1C=C(C(=O)O)[C@H](c2ccc3c(c2)OCO3)N1S(=O)(=O)c1ccc(C)cc1	4%	-11	-4%	x	-3%
24	COc1ccc(S(=O)(=O)N(C)CC(=O)N2CCC(C)CC2)cc1Cl	1%	-3	5%	26	-2%

#	KCNH2 3.1 block	ELG1 repair inh	Mito fusion yeast	USP2a inh	KCNH2 WT inh
13	-5	-1%	2%	3%	-12
14	3	-6%	-1%	0%	-5
15	8	u	-11%	1%	-16
16	-2	16%	2%	0%	1
17	12	-2%	0%	3%	-3
18	-70*	13%	-13%	3%	-7
19	-24	14%	-1%	0%	-1
20	18	-16%	1%	0%	0
21	8	u	-1%	-3%	-16
22	5	-9%	-2%	-1%	-3
23	14	-6%	x	4%	-18
24	14	-2%	12%	-7%	3

Two entries from above, field by field.
[18] CCN1CCN(c2cc(C)c3cc(NC(=S)N(C)Cc4ccccc4)ccc3n2)CC1
  AT treatment: -11% | TSHR antag: 0 | Eya2 phos inh: 3% | TRPV1 agonist: 4 | TCR activator: 11% | KCNH2 3.1 block: -70* | ELG1 repair inh: 13% | Mito fusion yeast: -13% | USP2a inh: 3% | KCNH2 WT inh: -7
[19] O=C(N/N=C/c1ccc2c(c1)OCO2)c1ccn(Cc2ccc(Cl)cc2)n1
  AT treatment: 4% | TSHR antag: 8 | Eya2 phos inh: 2% | TRPV1 agonist: 16 | TCR activator: -1% | KCNH2 3.1 block: -24 | ELG1 repair inh: 14% | Mito fusion yeast: -1% | USP2a inh: 0% | KCNH2 WT inh: -1

A few values from the list:
no. 3 @ Eya2 phos inh: -13%
no. 4 @ AT treatment: -5%

Further records:
#	mol	AT treatment	TSHR antag	Eya2 phos inh	TRPV1 agonist	TCR activator
25	COc1cc2ccccc2cc1C(=O)OCC(=O)NC1CCS(=O)(=O)C1 (stereo not drawn)	7%	1	8%	1	6%
26	CCc1nc(CN2CCN(c3cc(C(F)(F)F)ccn3)CC2)c(C)[nH]1	-5%	-2	-1%	1	-12%
27	COc1cccc(C(=O)NC2CCCC2)c1	-7%	5	2%	1	10%
28	O=[N+]([O-])c1ccccc1S(=O)(=O)N1CCN(CC2CC=CCC2)CC1 (stereo not drawn)	-2%	-4	-13%	8	-6%
29	COC(=O)c1cc(OC)c(OC)cc1NC(=O)c1ccc(OC)c(OC)c1	-1%	-13	-11%	1	-3%
30	Cc1ccc(NC(=O)CSc2nc(=O)n(CCCN3CCOCC3)c3c2CCCC3)cc1	7%	-4	-8%	-4	-1%
31	NC12CC3CC(C1)CC(CO)(C3)O2	-1%	6	2%	0	-2%
32	Cc1ccc(C2=NNC(C(O)C(O)C(O)CO)S2)cc1 (stereo not drawn)	-6%	23	6%	1	-1%
33	CCOC(=O)c1c(NC(=O)C2CCCN(S(=O)(=O)c3ccc(C)cc3)C2)sc2c1CCCC2 (stereo not drawn)	-2%	-8	4%	-1	-18%[46.1 µM]
34	Oc1ccc(C2Nc3cccc4cccc(c34)N2)cc1	2%	-9	-9%	2	x
35	CC(C)(C)OC(=O)NCCC(=O)N/N=C/c1ccc2ncccc2c1	-9%	-11	8%	1	-33%
36	O=C(Nc1c2c(nc3ccccc13)CCCC2)c1ccccc1Br	-2%	20	-2%	-1	12%[46.1 µM]
37	COc1ccc(CCNC(=O)C(=O)NCC2OCCN2C(=O)c2ccc(Cl)cc2)cc1OC (stereo not drawn)	8%	-1	0%	9	3%
38	Cc1csc(NC(=O)CSc2nnc(-c3ccco3)n2C)n1	-3%	2	-2%	1	-5%

#	KCNH2 3.1 block	ELG1 repair inh	Mito fusion yeast	USP2a inh	KCNH2 WT inh
25	11	-7%	-5%	0%	4
26	-8	7.3µM*	5%	0%	-4
27	12	u	0%	3%	1
28	4	-10%	-2%	-2%	-2
29	10	u	7%	2%	-1
30	1	0%	-3%	2%	-6
31	-2	-2%	-1%	-1%	8
32	4	u	-7%	2%	6
33	0	1%	-8%	-1%	-13
34	5	10%	-4%	-1%	10
35	1	11%	1%	10%	1
36	0	-9%	0%	0%	3
37	8	u	0%	0%	2
38	6	-2%	1%	0%	6

Not all compounds are listed; rates above refer to the full screens.
